# A549 tox – counter-screen for Nrf2 inhibitors: cytotoxicity in A549 cells; A549 ARE-Fluc cells, CellTiter-Fluor viability, 18-24 h; Potency, µM (series often up to 46 µM), for inactives: top-dose activity change, negative = cytotoxicity, usual class: inhibitors; actives 0.16% (n = 390,000); also: potency is read from the fitted curve at half-maximal effect; % is scaled to controls: 0 for no effect and ±100 for the full control effect
#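 A549 ARE-Fluc cells in 5% FBS OPTI-MEM, 5000 cells/well, rested 2 h then exposed to compounds in concentration-response for 18-24 h at 37 °C. Viability by CellTiter-Fluor fluorescence (Ex 405/Em 525) after 30 min; luciferase luminescence (BugLite, 15 min, RT) read afterwards.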
# S2 tox – reduces viability in counter-screen for ATXN expression inhibitors; actives 0.49% (n = 400,000); Potency, µM (doses to about 56.7 µM), most hits filed as cytotoxic; S2 cells (HEK-293 line with an ATXN2-luciferase reporter) viability, CellTiter-Fluor protease fluorescence, 24 h; also: potency is read from the fitted curve at half-maximal effect; nearly all actives have a fitted effect of over 40% in size
# Nrf2 activator – Nrf2 pathway activation. AREc32 ARE-luciferase reporter (MCF7-derived line), luminescence, 24 h. Potency, µM (highest dose often 46.1 µM), for the others: top-dose activation, actives largely listed as activators. actives 0.31% (n = 410,000); also: potency is read from the fitted curve at half-maximal effect; % of control where 0% means no effect; nearly all actives have a fitted effect of over 65% in size
#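 Luminescent ARE reporter assay in AREc32_Fluc cells: overnight plating at 37 deg C, 24 hr compound incubation, Steady-Glo added, 30 min RT before reading.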
# IL-1B inflam inh – inflammasome signaling inhibition, IL-1 beta readout | THP-1 LPS/ATP IL-1B secretion, AlphaLISA, 16 h; hits give low values | activity change, % at 57.5 µM | actives 4.7% (n = 360,000) | AID 743279; in the data active = activity change below about -50%; inconclusive = mostly about -30% to -49%; also: % is scaled to controls: 0 for no effect and ±100 for the full control effect
#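 Secreted IL-1B measured by AlphaLISA bead assay after 16 h compound exposure of THP-1 cells; compounds (final up to 57.5 uM) added 1 h before LPS (250 ng/mL) and ATP (1.25 mM) stimulation; lower signal means less secretion.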
# MCF10A rerep – induces DNA re-replication in MCF 10a normal breast cells. MCF 10A DNA re-replication, Hoechst nuclear intensity, 48 h. Potency, µM (series often up to 46.1 µM), without a hit: top-dose activity, positive = re-replication, hits mostly activators. actives 2.9% (n = 350,000). AID 624296; also: potency is read from the fitted curve at half-maximal effect; % of control where 0% means no effect; nearly all actives have a fitted effect of over 50% in size
# ATXN2 expr inh – ATXN2 expression inhibition | actives 0.72% (n = 360,000) | HEK-293 ATXN2-luciferase reporter, luminescence, 24 h | Potency, µM (highest dose often 57 µM), for inactives: at the top dose activity change, negative = inhibition, hits mostly inhibitors | AID 1745845; also: potency is read from the fitted curve at half-maximal effect; % is scaled to controls: 0 for no effect and ±100 for the full control effect; nearly all actives have a fitted effect of over 55% in size
#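 ATXN2-luciferase reporter cells (luciferase flanked by upstream and downstream ATXN2 gene portions) were treated 24 h at 37 °C with compounds at up to 57 uM. SteadyGlo luminescence gave expression; GF-AFC fluorescence gave viability.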
# Nrf2 inh – blocks Nrf2 signaling; A549 ARE-Fluc reporter, luciferase luminescence, 18-24 h; Potency, µM (series often up to 46 µM), for inactives: at the top dose activity change, negative = inhibition, most hits filed as inhibitors; actives 2.1% (n = 360,000); AID 504444; also: potency is read from the fitted curve at half-maximal effect; % is scaled to controls: 0 for no effect and ±100 for the full control effect; nearly all actives have a fitted effect of over 60% in size
#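 Reporter: ARE-Fluc in A549. Exposure: 18-24 h, 37 °C, 5% CO2, 5% FBS OPTI-MEM. Readouts: fluorescent cytotoxicity (CellTiter-Fluor), then luminescent Nrf2 signal after BugLite.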
# HepG2 viability – kills HepG2 cells in TGF-b inhibitor counter-screen. HepG2 CAGA-GFP viability, ATP luminescence, 18 h. Potency, µM (titrated, usually from 46.1 µM), for the others: at the top dose activity change, negative = cytotoxicity, most hits filed as cytotoxic. actives 0.76% (n = 410,000). AID 588856; also: potency is read from the fitted curve at half-maximal effect; some results filed as inactive show a strong effect at the top dose
#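 HepG2 CAGA-GFP cells (1000/well, DMEM with 1% FBS) received compound, then TGF-beta at 500 pg/mL final, and were incubated 18 hours at 37 degrees C. Viability was read by CellTiter-Glo luminescence. Media-only wells were set as complete cell-killing and DMSO as no toxicity.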
# TGFb inhibitor – inhibitors of TGF-b signaling. HepG2 CAGA-GFP TGF-b/SMAD3 reporter, GFP fluorescence, 18 h; TGF-beta stimulated, 500 pg/mL final. Potency, µM (series often up to 46.1 µM), without a hit: at the highest dose activity, negative = inhibition, most hits filed as inhibitors. actives 1.2% (n = 410,000). AID 588855; also: potency is read from the fitted curve at half-maximal effect; % is scaled to controls: 0 for no effect and ±100 for the full control effect; nearly all actives have a fitted effect of over 65% in size
#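 TGF-beta reporter screen: HEPG2 CAGA-GFP, 1% FBS, 500 pg/mL TGF-beta final, 18 h; per-cell GFP summed per well; curves fitted and categorized by class.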
# * = called active by the depositor; i = inactive; ? = inconclusive; · = not tested or not shown; & = joins results of further samples; [ ] = dose if it differs, or a comment. Unless noted, calls follow the shape of the dose curve; as a rule, active = well fitted curve in the direction sought with a large enough effect; inconclusive = small, poorly fitted or top-dose-only effect, or another doubt; inactive = no such curve, though single readings can be large; an effect the other way counts as inactive or inconclusive.
SMILES,A549 tox,S2 tox,Nrf2 activator,IL-1B inflam inh,MCF10A rerep,ATXN2 expr inh,Nrf2 inh,HepG2 viability,TGFb inhibitor
Cc1onc(-c2ccccc2Cl)c1C(=O)N1CCOC12CCN(c1cccc(F)n1)CC2,7%,i,-0.2%,-8,-3%,3%,3%,-128%,0%
CCC(C)(C)NC(=O)C(c1ccc(F)cc1)N(CCOC)C(=O)CCC(=O)Nc1nccs1 (stereo not given),-8%,i,-0.5%,2,-10%,-4%,-4%,5%,13%
CC(C)(C(=O)N1CCC1(C)C(=O)NS(=O)(=O)c1cccc(C#N)c1)c1ccccc1 (stereo not given),·,i,0.7%,17,·,4%,·,-1%,-5%
COc1cccc(C2=Cc3ccc(F)cc3C(CC(C)=O)N2c2ccc(C#CC3(O)CCCCC3)cc2)c1 (stereo not given),·,?,3.9%,-18,·,-23%,·,·,·
Cc1ccnc(NC2(C(F)(F)F)N=C(c3ccccc3)NC2=O)c1 (stereo not given),-9%,i,0.5%,0,-2%,-3%,1%,3%,-16%
Cc1ccc(NC(=O)CSc2nnc(-c3cnccn3)n2Cc2ccco2)cc1C,-11%,i,0.2%,-12,-1%,-12%,-21%,-14%,-14%
CN(C)c1ncnc2c1C(c1ccccc1)C(C)(C)O2 (stereo not given),-4%,?,-0.6%,27,3%,-3%,-7%,3%,12%
COc1cccc(-n2ccn(CC(=O)Nc3ccccc3F)c(=O)c2=O)c1,10%,·,0.0%,·,·,·,-9%,-14%,-8%
O=C(c1ccc2c(c1)N(Cc1ccccc1F)C(=O)c1ccccc1S2(=O)=O)N1CCN(c2ccccc2F)CC1,-7%,i,0.6%,·,·,0%,-10%,-7%,6%
CCCCCc1c(C)nc(NCc2ccccc2)[nH]c1=O,-3%,i,-0.8%,20,1%,1%,7%,-34%,?
COC(=O)CNC(=O)Nc1cc(C(=O)NCc2ccc(C)cc2)ccc1N1CCCC1,0%,i,0.7%,·,·,6%,·,-10%,-11%
Cc1cc(OCC(=O)NC(Cc2ccc(Cl)cc2)C(=O)O)c2c(C)c(C)c(=O)oc2c1 (stereo not given),-2%,i,-1.2%,-18,?,-8%,-9%,-17%,-3%
Cc1cc(C)cc(NC(=O)c2cc(C)nc3c2c(C)nn3-c2ccccc2)c1,6%,i,-1.4%,·,·,-9%,?,-3%,4%
O=C(CSc1ncnc2ccccc12)N1CCCC1,-1%,i,13%,-26,11%,56%[activator],9%,-6%,0%
Cc1oc(=O)c(NC(=O)c2cccc(Cl)c2)cc1C(=O)c1ccccc1,-1%,?,?,?,?,-23%,?,0%,?
O=C(Cc1ccccc1)N(Cc1cccnc1)c1nc2c(Cl)cccc2s1,-15%,·,0.5%,·,·,·,·,-6%,-27%
CCCCc1ccc(NS(=O)(=O)c2cccc(C(=O)N3CCNC(=O)C3)c2)cc1,-1%,i,-0.2%,-4,1%,1%,-10%,-1%,6%
CCCc1nnc(NC(=O)c2c(O)c3cccc4c3n(c2=O)CCC4)s1,1%,·,·,·,·,·,?,4%,9%
O=C(NCc1ccco1)C(c1ccncc1)N(C(=O)Cn1nnc2ccccc21)c1ccccc1 (stereo not given),1%,i,3.4%,-8,-14%,1%,8%,-5%,-2%
O=C(Nc1ccc(F)cc1)C(Sc1nc2ccccc2[nH]1)c1ccccc1 (stereo not given),0%,i,2.2%,-54*,12µM*,-1%,-5%,-34%,?
COc1ccc(-c2ccc(C(=O)NCC(C)C)c3occc23)c(C)c1,·,i,-0.6%[9.22 µM],?,·,-8%,·,-33%,-2%
Cc1nnc(SCc2ccc(C(=O)O)cc2)s1,-1%,i,-0.1%,-2,3%,4%,-5%,-8%,9%
O=C(CCN1C(=O)c2ccccc2C1=O)Nc1nc2ccccc2s1,6%,i,2.2%,15,4%,11%,15%,1%,8%
O=C(Cc1csc(-c2ccccc2)n1)NCc1ccc(F)cc1,-6%,i,2.7%,2,7%,-11%,-3%,2%,6%
Cc1ccc(-n2nnnc2SCc2nnc(-c3ccccc3Br)o2)cc1,-24%,i,6.9%,-16,28%,17%,?,-9%,-3%

# The results go on:
SMILES,A549 tox,S2 tox,Nrf2 activator,IL-1B inflam inh,MCF10A rerep,ATXN2 expr inh,Nrf2 inh,HepG2 viability,TGFb inhibitor
O=C(NC1CCCCC1)C(c1ccc(F)cc1)N(C(=O)c1csnn1)C1CC1 (stereo not given),?,i,0.4%,-13,-5%,0%,-4%,-10%,0%
Cc1ccc(/C=N/NC(=O)CNC(=O)COc2ccc(Cl)cc2)o1,-4%,i,0.0%,5,2%,8%,15%,-4%,16%
Cc1c(Cl)c([N+](=O)[O-])nn1CC(=O)NC1CCCCC1,4%,i,-0.5%,-26,2%,-1%,1%,21%,?
COc1ccc(NC(=O)c2nc(SCc3ccc(F)cc3)ncc2Cl)cc1,0%,·,0.3%,·,·,·,-2%,-5%,-4%
COc1cc(/C=N/c2oc(C)c(C)c2C#N)cc(Br)c1O,-2%,i,0.2%,30,5%,·,-19%,-35%,-20%
CCCSc1ccc([C@H]2N[C@@](Cc3ccccc3)(C(=O)OC)[C@H]3C(=O)N(C)C(=O)[C@@H]23)cc1,10%,i,1.9%,8,33%,-12%,-5%,-27%,-7%
COC(=O)c1ccc(NC(=O)C(=O)NCCc2sc(-c3cccc(F)c3)nc2C)cc1,16%,i,0.4%,·,·,4%,·,8%,-4%
Cc1cccc(C)c1OCc1cc(=O)n2ccsc2n1,10%,i,0.4%,·,·,8%,-12%,3%,-9%
CCC(=O)N1CCc2cc(S(=O)(=O)NC(C(=O)NC(C)c3ccccc3)C(C)C)ccc21 (stereo not given),1%,i,-0.9%,16,2%,-7%,?,-8%,3%
Cn1ccnc1Sc1nc2c(c(=O)n(C)c(=O)n2C)n1C,-4%,i,0.4%,20,17%,-1%,6%,0%,11%
O=C(NNC(=O)c1ccc2ccccc2c1)c1cccc(F)c1,1%,i,0.7%,-25,1%,19%,8%,-5%,0%
NC(=O)CC(NC(=O)Cc1cccc2ccccc12)c1ccc(N2CCCCCCC2)c([N+](=O)[O-])c1 (stereo not given),?,?,-0.7%,-30,8%,-22%,?,-31%,?
Cc1cccc(Oc2nc(-c3cccc([N+](=O)[O-])c3)nc3ccccc23)c1C,·,i,-0.3%,17,4%,-3%,-7%,-1%,-6%
CC1(C)C2CCC1(CS(=O)(=O)NCCc1c[nH]c3ccccc13)C(=O)C2 (stereo not given),3%,i,-0.2%,-11,24%,25%,6%,-22%,-19%
Cc1ccc(O)c(NC(=O)C2CCCN2C(=O)OCc2ccccc2)c1 (stereo not given),-3%,i,0.0%,13,2%,12%,7%,-15%,?
O=C(CSc1nc2ccccc2n1S(=O)(=O)c1ccccc1)N1CCCC1,-6%,i,0.1%,19,-56%[inhibitor],1%,8%,-2%,-9%
COc1cc2nc(CN3CCOCC3)n(CC(=O)N3CCCCCC3)c(=O)c2cc1OC,-4%,i,0.1%,43,-3%,2%,-4%,7%,2%
COc1cc(C(c2sc3nc(C)nn3c2O)N2CC(C)CC(C)C2)cc(OC)c1OC (stereo not given),-2%,?,2.9%,-19,-2%,-22%,-11%,6%,27%
Fc1ccccc1CNCc1ccc2c(c1)OCO2,-5%,i,4.5%,-4,2%,·,21%,2%,25%
Cc1ccnc(NS(=O)(=O)c2cc(-c3cc(C)no3)ccc2C(C)C)c1,-6%,i,0.1%,19,?,31%[activator],1%,4%,1%
CC1CCC(C(C)C)C(OC(=O)CSc2n[nH]c(=O)[nH]c2=O)C1 (stereo not given),-2%,i,0.6%,10,3%,-2%,·,-9%,-9%
N#CC1C(=O)NC(=O)C(C#N)C12CCCC2 (stereo not given),·,i,-1.2%,28,·,6%,·,-4%,1%
Cc1ccc(C(=O)c2oc3ccc(Cl)cc3c2NC(=O)CN2CCN(C)CC2)cc1,-4%,i,0.1%,-57*,?,·,-2%,-167%,?
Cc1cc(C)cc(NS(=O)(=O)c2cc3[nH]c(=O)c(=O)[nH]c3cc2C)c1,6%&6%,i,0.3%&-0.4%,3,-3%,10%&13%,?,1%&-38%,0%&-14%
CC(=O)Nc1ccc(NC(=O)Nc2cccc(C)c2C)cc1,-2%,i,3.1%,0,-7%,·,3%,-3%,7%
CCCCNC(=O)C1(C)CCN1C(=O)c1ccccc1Br (stereo not given),·,i,-0.6%,?,·,8%,·,-1%,26%

# Arranged by length of the SMILES (low to high): part of the list above.
SMILES,A549 tox,S2 tox,Nrf2 activator,IL-1B inflam inh,MCF10A rerep,ATXN2 expr inh,Nrf2 inh,HepG2 viability,TGFb inhibitor
Fc1ccccc1CNCc1ccc2c(c1)OCO2,-5%,i,4.5%,-4,2%,·,21%,2%,25%
CCCCNC(=O)C1(C)CCN1C(=O)c1ccccc1Br (stereo not given),·,i,-0.6%,?,·,8%,·,-1%,26%
Cn1ccnc1Sc1nc2c(c(=O)n(C)c(=O)n2C)n1C,-4%,i,0.4%,20,17%,-1%,6%,0%,11%
Cc1ccnc(NS(=O)(=O)c2cc(-c3cc(C)no3)ccc2C(C)C)c1,-6%,i,0.1%,19,?,31%[activator],1%,4%,1%
COc1cc(C(c2sc3nc(C)nn3c2O)N2CC(C)CC(C)C2)cc(OC)c1OC (stereo not given),-2%,?,2.9%,-19,-2%,-22%,-11%,6%,27%
NC(=O)CC(NC(=O)Cc1cccc2ccccc12)c1ccc(N2CCCCCCC2)c([N+](=O)[O-])c1 (stereo not given),?,?,-0.7%,-30,8%,-22%,?,-31%,?
